MBD2 DNA inh: MBD2-methylated oligo binding inhibition. Q9UBB5. TR-FRET, MBD2 binding to methylated oligonucleotide. inhibition, % at 4.4 µM. 370,000 tested, 0.31% active. AID 686964; in the data active = inhibition above about 13%
PRMT1 inh: blocks human protein arginine methyltransferase 1 | Q99873 | recombinant PRMT1, activity-based probe fluorescence polarization | inhibition, % at 2.79 µM | 370,000 tested, 1.3% active | AID 652257;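 active = inhibition above about 21% made by adding two undisclosed values, limit read from the data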
GC-B act: GC-B (human) receptor activation. P20594. HEK293-GC-B cells, CNP EC30, cGMP TR-FRET; 0% at EC30 CNP, 100% saturating CNP. activation, % at 10 µM. 370,000 tested, 0.11% active;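 active = activation at 10 µM reaching about 35% in either raw or pattern-adjusted values, limit read from the data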
TDP2 absorb: blocks human TDP2 phosphodiesterase activity. recombinant TDP2, T5PNP hydrolysis, p-nitrophenol absorbance 415 nm. inhibition, % at 12.8 µM. 370,000 tested, 0.34% active;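 active = inhibition above the mean of all tested compounds plus 3 SD, set per campaign, cut at about 25% in these data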;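 note: 0% = DMSO with enzyme and 100% = buffer with substrate but no TDP2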
Target sequence (O95551 whole entry, looked up): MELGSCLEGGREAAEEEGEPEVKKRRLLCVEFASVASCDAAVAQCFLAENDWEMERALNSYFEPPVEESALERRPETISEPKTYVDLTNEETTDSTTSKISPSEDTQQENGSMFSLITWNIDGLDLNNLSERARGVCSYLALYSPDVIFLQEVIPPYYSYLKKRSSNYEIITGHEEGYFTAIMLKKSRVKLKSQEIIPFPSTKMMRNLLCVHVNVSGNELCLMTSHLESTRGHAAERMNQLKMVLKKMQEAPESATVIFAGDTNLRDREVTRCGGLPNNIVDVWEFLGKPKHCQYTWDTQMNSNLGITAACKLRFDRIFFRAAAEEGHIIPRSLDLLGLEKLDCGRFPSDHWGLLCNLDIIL
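test system = human TDP2 enzyme | input = TDP2 enzyme at 120 nM final | medium = 50 mM Tris-HCl pH 7.5 with Mg2+, KCl, DTT, BSA | also added = T5PNP substrate, 5 mM | times = 2 h at 37 °C | technique = epi absorbance | benchmarks = high control without enzyme, low control DMSO plus TDP2 | replication = each compound tested once, singlicate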
rCAG RNA binder: r(CAG) repeat RNA binding | TO-PRO-1 dye displacement fluorescence | inhibition, % at 3 µM | 370,000 tested, 1.3% active | AID 651821;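 active = inhibition above the plate cutoff, the mean of all test compounds on that plate plus 3 SD, cut at about 35% in these data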;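 note: 0% = DMSO alone and 100% = 100 µM mitoxantrone as full dye displacement; higher means more dye released from RNA so lower well fluorescence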
HTRA1 inh: inhibitors of human serine peptidase HTRA1; inhibition, % at 5.96 µM; recombinant HTRA1, FP-rhodamine activity-based probe, fluorescence polarization; 340,000 tested, 0.5% active; Q92743; in the data active = inhibition above about 36%;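 note: 0% = enzyme with DMSO and 100% = wells lacking enzyme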
LEDGF integ inh: blocks HIV-1 LEDGF/p75-dependent DNA integration; TR-FRET IN-LEDGF/p75 DNA integration, Eu/Cy5; inhibition, % at 3.7 µM; 370,000 tested, 0.64% active; AID 743269;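 active = inhibition above the screen-wide mean plus 3 SD, cut at about 13% in these data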;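 note: signal is the Cy5 over europium emission ratio at 671 and 618 nm; 0% = plate median of compound wells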
TCR-CD3 inh: blocks the human TCR-CD3 interaction. TAMRA-labeled TCR probe fluorescence, biochemical. inhibition, % at 9.4 µM. 360,000 tested, 0.37% active. AID 651800; in the data active = inhibition above about 19%;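 note: recombinant mutant TCR 2C K166C tagged with TAMRA read by polarization; 0% = receptor in buffer alone and 100% = receptor with positive control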
SIAE inh: human SIAE inhibition, primary screen; SIAE FP-Rh probe binding, fluorescence polarization; AID 1053197; inhibition, % at 9.66 µM; 370,000 tested, 0.69% active;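 active = inhibition above a cutoff: mean of compounds within the control limits plus 3 SD of those, cut at about 17% in these data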;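 note: 0% = plate median of compound wells and 100% = probe without SIAE protein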
mABHD4 FP: ABHD4 (mouse) inhibition, primary FP screen. 370,000 tested, 0.54% active. purified mABHD4, FP-Rh probe fluorescence polarization. Q8VD66. inhibition, % at 8.92 µM. AID 720543;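 active = inhibition exceeding the mean over every tested compound plus 3 SD, cut at about 30% in these data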;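 note: 0% = plate median of compound wells and 100% = S159A mutant with DMSO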
Target sequence (Q8VD66 whole entry, looked up): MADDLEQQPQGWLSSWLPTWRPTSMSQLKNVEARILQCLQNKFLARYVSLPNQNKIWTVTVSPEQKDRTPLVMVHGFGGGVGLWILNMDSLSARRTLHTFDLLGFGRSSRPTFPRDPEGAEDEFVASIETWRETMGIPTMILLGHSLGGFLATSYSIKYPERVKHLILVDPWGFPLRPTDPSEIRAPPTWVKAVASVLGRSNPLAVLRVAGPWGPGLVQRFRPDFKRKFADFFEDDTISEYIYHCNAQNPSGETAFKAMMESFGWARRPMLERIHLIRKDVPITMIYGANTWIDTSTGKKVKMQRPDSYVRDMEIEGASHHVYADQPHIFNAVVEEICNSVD
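Assay system: mABHD4 protein; medium: HEPES pH 7.0, NaCl, Pluronic buffer; dosing: 8.92 µM, single dose; schedule: 45 min + 60 min at 25 °C; signal: FP readout, ex 525 nm / em 598 nm; read-out: normalized percent inhibition of probe labeling; repeats: single replicate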
* hit, by the source's call; nt = no result given.

entry	canonical_smiles	MBD2 DNA inh	PRMT1 inh	GC-B act	TDP2 absorb	rCAG RNA binder	HTRA1 inh	LEDGF integ inh	TCR-CD3 inh	SIAE inh	mABHD4 FP
1	C#CCOc1ccc(C2C3=C(CCCC3=O)N(CC(=O)O)C3=C2C(=O)CCC3)cc1Br	6	10	-2	-6	15	8	2	0	3	9
2	CCOC(=O)CCSc1cc(C)c2ccccc2n1	-5	3	0	-6	0	-2	-2	0	-3	-1
3	O=C(CCNC(=O)c1ccccc1Cl)NCc1ccco1	1	0	-3	1	4	10	2	-5	-1	-2
4	CCOC(=O)[C@@H]1[C@H]2COc3cc(OC)ccc3[C@H]2N2C(=O)N(c3ccc(C)cc3)C(=O)[C@]12C	-4	-1	-8	10	-3	-29	2	-4	3	-5
5	CC(C(=O)NC1C=CS(=O)(=O)C1)N1C(=O)/C(=C\c2ccccc2)SC1=S (stereo unspecified)	-1	10	1	8	5	0	-1	9	2	-1
6	O=C(Cn1c(=O)oc2cc(S(=O)(=O)N3CCCC3)ccc21)NCc1ccc(F)cc1	8	2	1	-4	4	6	4	-6	11	-1
7	COc1cccc(NC(=O)COC(=O)c2ccc3ccccc3n2)c1	-1	4	-2	-6	7	-4	-4	-3	-2	-4
8	O=C(NCc1ccccc1)C(C1CC1)n1c(CSCCOc2ccccc2)nc2ccccc21 (stereo unspecified)	-9	-2	-18	3	0	nt	-6	10	-7	-13
9	Cc1cc(F)ccc1S(=O)(=O)N1CCC2(CC1)OCCN2S(=O)(=O)c1cccs1	5	4	-3	-6	3	-12	-2	-6	0	-11
10	O=C(CN1CCCCCC1)NCC1CCCO1 (stereo unspecified)	0	0	-1	6	0	5	4	6	5	1
11	O=C(NC12CC3CC(CC(C3)C1)C2)c1cncc(Br)c1	5	6	4	6	-4	-5	0	1	10	0
12	Cc1ccc(-c2nn3c(C)nnc3s2)cc1NC(=O)c1ccc(-c2ccc(Cl)cc2Cl)o1	4	-2	-7	3	8	-16	0	0	-33	-1
13	CC1CCC(C(=O)NNC(=O)c2cc(-c3ccco3)[nH]n2)CC1 (stereo unspecified)	-1	9	-1	2	0	2	-7	-7	4	9
14	CCCc1cc(=O)[nH]c(SCC(=O)c2cc(C)n(CC3CCCO3)c2C)n1 (stereo unspecified)	-6	-2	1	2	5	4	4	1	-7	5
15	CCOC(=O)c1cc(-c2ccccc2)nn1CC1CC(c2ccc(OC)cc2)=NO1 (stereo unspecified)	5	0	1	1	-1	-30	-3	-1	-2	-10
16	Cc1ccc(C)c2[nH]c(=O)c(CN(CC3CCCO3)S(=O)(=O)c3ccc4c(c3)OCCO4)cc12 (stereo unspecified)	-6	0	4	4	3	-2	-2	8	12	4
17	NC(N)=NCCC[C@H](NC(=O)OCc1ccccc1)C(=O)O	2	-1	5	1	3	2	-1	9	1	0
18	CCCN1CCN(CCCNC(=O)Cn2ncc3c4ccccc4n(C)c3c2=O)CC1	-1	-1	3	-4	4	-3	5	-1	4	5
19	Cc1ccc2c(c1)c1c(n2C)-c2[nH]ncc2CC1	2	-1	-5	14	21	37*	1	4	21*	25
20	COCCn1c(C)cc(C(=O)COc2cccnc2[N+](=O)[O-])c1C	-4	2	-3	20	0	-2	-1	6	4	3
21	COC(=O)[C@]12CCCCC=C1N(CCc1ccc(OC)c(OC)c1)C(=O)[C@H](CC(=O)NCC1CCCCC1)C2	5	2	5	0	3	nt	-3	-7	0	4
22	O=C(CCS(=O)(=O)c1ccc(Cl)cc1)N1CCN(c2ccccc2F)CC1	-4	-2	-2	-5	-4	6	0	0	-5	-3
23	CCOc1ccc(NC(=O)CN2CCN(CC(=O)Nc3cc(OC)cc(OC)c3)CC2)cc1	-8	-4	0	-14	-5	2	2	6	-7	-2
24	COc1ccc(-c2[nH]ncc2C2N=C(N)Nc3nc4ccccc4n32)cc1 (stereo unspecified)	-2	-2	-3	-6	1	-7	-1	-3	2	-3
25	CC(=O)c1c(C(C)=O)c(C)n(Cc2ccccc2)c1C	2	-2	7	0	-4	7	2	-2	-5	3
26	CCN(CC)CCCN1C(=O)CSC1c1ccc2c(c1)OCO2 (stereo unspecified)	2	1	-1	-8	-1	0	5	-1	5	-1
27	CCSc1nc(=S)n(Cc2ccccc2)c(C)c1C(C)=O	-3	4	-1	-6	3	-1	-8	6	-6	10
28	Cn1c(=O)c2c(nc(OCc3ccccc3)n2C)n(C)c1=O	2	-2	-2	-5	0	3	2	5	-4	1
29	COC(=O)[C@H]1C[C@@H]1[C@H](NC(=O)c1cccnc1)c1ccccc1	-1	-2	2	-2	-2	4	-1	5	-12	2
30	Oc1ccccc1CNc1ccc2c(c1)OCCO2	2	0	0	-11	0	-1	-1	2	3	-6

Three compounds picked at random from the list so far, as already listed:
entry	canonical_smiles	MBD2 DNA inh	PRMT1 inh	GC-B act	TDP2 absorb	rCAG RNA binder	HTRA1 inh	LEDGF integ inh	TCR-CD3 inh	SIAE inh	mABHD4 FP
23	CCOc1ccc(NC(=O)CN2CCN(CC(=O)Nc3cc(OC)cc(OC)c3)CC2)cc1	-8	-4	0	-14	-5	2	2	6	-7	-2
27	CCSc1nc(=S)n(Cc2ccccc2)c(C)c1C(C)=O	-3	4	-1	-6	3	-1	-8	6	-6	10
25	CC(=O)c1c(C(C)=O)c(C)n(Cc2ccccc2)c1C	2	-2	7	0	-4	7	2	-2	-5	3

Remaining list, next part.
entry	canonical_smiles	MBD2 DNA inh	PRMT1 inh	GC-B act	TDP2 absorb	rCAG RNA binder	HTRA1 inh	LEDGF integ inh	TCR-CD3 inh	SIAE inh	mABHD4 FP
31	COCCn1nnnc1C(c1ccccc1OC)N1CCc2ccccc2C1 (stereo unspecified)	-3	-4	-9	7	-9	4	33*	-6	2	2
32	CCCCn1c(N)c(N(CCC(C)C)C(=O)c2ccc3c(c2)OCO3)c(=O)[nH]c1=O	4	1	-3	-11	0	-1	-2	5	-1	7
33	CSc1nc(N2CCOCC2)c2c(c1C#N)CCCCC2	0	-1	-4	-3	-2	-1	1	3	-7	1
34	CN(CC(=O)N1CCc2ccccc2C1)S(=O)(=O)c1ccc2c(c1)c(=O)n(C)c(=O)n2C	3	2	-8	5	1	-6	-3	6	-39	-3
35	O=C(CCSc1ccccc1)NCCSCc1ccccc1	-2	3	-1	-2	3	-11	-4	-1	-1	-7
36	O=C(OCC#CCSc1nnc(-c2ccc([N+](=O)[O-])cc2)o1)c1cccs1	0	0	3	6	1	1	-2	-3	1	0
37	O=C(NCCN1CCOCC1)C1CCN(Cc2ccccc2O)CC1	-1	0	-3	-9	-2	6	-1	4	-2	2
38	C=CCSc1nc2[nH]ncc2c(=O)[nH]1	-3	1	-1	16	1	6	-2	5	5	1
39	O=S1(=O)c2ccc(Br)cc2OC2CCCC[C@@H]2N1Cc1ccccc1 (stereo partly specified)	-4	3	-4	7	5	nt	2	6	4	-1
40	Cc1ccc(CSc2nnc(-c3ccncc3)n2C)cc1	-2	1	-3	0	-5	1	-4	6	-2	6
41	COc1cc(NC(=O)COc2ccccc2Cl)ccc1NC(=O)c1cccs1	6	1	1	3	5	-12	-4	-4	-14	-5
42	O=C(c1ccc(N2C(=O)C3CC=C(Cl)CC3C2=O)cc1)N1CCOCC1 (stereo unspecified)	5	2	5	0	1	5	-2	-4	6	2
43	CC(C)N1CCC1(C)C(=O)Nc1cccc2ccccc12 (stereo unspecified)	2	1	-2	0	0	nt	0	-3	2	2
44	CCN(C(=O)Nc1cccc(Cl)c1)c1ccccc1	-2	-1	-29	-5	-5	0	4	6	-6	-1
45	Cc1cc(C(=O)N/N=C/c2ccc(N3CCOCC3)cc2)c(C)o1	1	2	-4	-3	0	3	1	8	6	0
46	O=C(O)C1=CC[C@@H](c2ccc(Cl)cc2)N(S(=O)(=O)c2ccc(Cl)cc2)C1	3	2	-1	-4	22	-6	2	0	-6	-4
47	Nc1nnc2cc(Br)ccc2n1	-6	8	1	1	-1	4	0	2	-1	3
48	CCn1c(-c2cccs2)nc2ccccc21	-1	0	-2	7	0	-4	0	0	2	-3
49	O=C(CSc1nnc(-c2ccco2)o1)Nc1c(F)cccc1F	1	1	-2	-11	1	0	6	6	-3	-4
50	C/C(N)=C(/C#N)C(=O)COC(=O)c1ccccc1C(=O)c1ccc(C)cc1	0	3	1	-6	0	-2	-7	-7	-4	7
51	COCCCNC(=O)Cn1c(=O)oc2cc(S(=O)(=O)N3CC(C)CC(C)C3)ccc21 (stereo unspecified)	-5	-3	4	1	4	3	5	7	1	4
52	COc1ccccc1CNC(=O)[C@H](C)NC(=O)C1CCN(C(=O)[C@@H](N)CC(C)C)CC1	3	-6	-4	4	1	4	0	-2	1	-8
53	Cc1ccc(C(=O)Oc2coc(CSc3nnc(NC(=O)C4CC4)s3)cc2=O)cc1	-3	-2	2	-2	6	-1	-4	12	0	5
54	CC(C)(O)C#Cc1ccc(CN2CCN(Cc3ccsc3)C(CCO)C2)cc1 (stereo unspecified)	-7	-2	1	-2	-4	-5	1	6	3	-6
55	O=C(Cc1c(Cl)cccc1Cl)OCC(=O)N1CCN(C(=O)c2ccco2)CC1	-4	1	9	4	-2	3	1	-12	-3	-4
56	Cn1c(=O)c2c(nc(SCCN3CCOCC3)n2C)n(C)c1=O	1	1	3	14	-3	-10	-5	3	-5	-1
57	COCc1cccc(-c2csc(C(O)c3cccc(OC)c3)n2)c1 (stereo unspecified)	1	-2	0	-4	-2	nt	-1	3	-1	-7

Some of the compounds tested; rates above refer to the full screens.
